Compound activity as filed in PubChem.
S3 lipid droplet = qHTS Assay for Lipid Storage Modulators in Drosophila S3 Cells | 320,000 compounds, 0.64% hits | lipid storage change, negative = inhibition, % at the top dose, mostly 46.1 µM; hits show Potency in µM | AID 2685 | Drosophila S3 cells, BODIPY lipid droplet fluorescence, 18-24 h; cells fed with added oleic acid; active means well fitted inhibition curve with a large enough effect in the signal ratio, with a control signal flat, not every such curve was filed as active; inconclusive means small, poorly fitted or top-dose-only effect, or effect the other way, or a change in a side signal; the % refers to the signal ratio
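Drosophila S3 cells got compounds at several concentrations plus oleic acid (400 uM solution). Laser-scanning cytometry with 488 nm excitation read lipid droplets at 500-530 nm and cells at 575-640 nm. Percent activity was relative to 20 uM Triacsin C.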
S3 lipid droplet cell count max = also measured in S3 lipid droplet; calls as there; cell number change, %; measured here: cell count max response;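 cells counted by Cell Tracker Red CMTPX staining in the red channel; peak over a dose series mostly up to 46.1 µM; percent activity relative to internal control wells on each plate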
* marks the source's active call; other numbers are inactive results; i = inactive; ? = inconclusive; nt = no result given; [ ] = remark or other dose. On the % scale 0 is the no-effect control and ±100 the full control effect; potency means the concentration at half of the fitted maximal effect. The list is partial, so the mix of outcomes need not match the whole.

SMILES | S3 lipid droplet | S3 lipid droplet cell count max
COc1ccc(CN2CCCC(CO)(Cc3ccc(F)cc3F)C2)cc1 (configuration not stated) | 9% | -17
Cc1ccc(C)c(S(=O)(=O)Nc2ccc(O)cc2)c1 | ? | nt
COc1cc(OC)cc(C(=O)Nc2cccnc2)c1 | 14% | -7
CCC(=O)N1CCc2cc(S(=O)(=O)NCCC(=O)NC3CCCc4ccccc43)ccc21 (configuration not stated) | 10% | -15
COc1ccc(CCN(C(=O)Cn2nnc3ccccc32)C(C(=O)NCC2CCCO2)c2ccncc2)cc1OC (configuration not stated) | ? | nt
Cc1ccc(-n2ncc(C#N)c2/N=C/N2CCN(C)CC2)cc1 | ? | nt
Cc1ccc(CNC(=O)[C@@H]2CCC(=O)N2Cc2ccco2)cc1 | ? | nt
COc1cc(C(=O)NCCOc2ccccc2)c(Br)c(OC)c1OC | ? | nt
CC(C)(C)NC(=O)CN(Cc1cccs1)C(=O)CNS(=O)(=O)c1ccc(F)cc1 | 0% | 13
CCOC(=O)CSc1nc2cc(C(F)(F)F)cnc2n1C | -11% | -1
Cc1ccc(OC(=O)C(F)(F)F)c2c1NCCC2 | 4% | 4
CCn1c(N2CCC(Cc3ccccc3)CC2)nc2c1c(=O)[nH]c(=O)n2C | ? | nt
Cc1ccc2c(c1)nnn2C1CCN(S(=O)(=O)c2ccc(C(=O)N(C)C)cc2)CC1 | -9% | -15
COc1ccc(Cc2nnc(NCCO)[nH]c2=O)cc1OC | -25% | -3
Cc1ccccc1C1c2[nH]c3ccccc3c2CCN1Cc1cccn1-c1ncccn1 (configuration not stated) | ? | nt
CCOc1ccccc1NC(=O)c1ccccc1NS(C)(=O)=O | ? | nt
O=C(Nc1ccc(N2CCN(C(=O)C3CC3)CC2)cc1)c1cccs1 | -28% | 3
O=C(c1ccc(C(F)(F)F)cc1)N1CCCCC1 | ? | nt
CN(CCOc1ccc(Cl)cc1)C(=O)CN1C(=O)NC2(CCCC2)C1=O | -12% | nt
CC1CCN(C(=O)c2ccc(NS(=O)(=O)c3cccc4cccnc34)cc2)CC1 | 20% | -6
CCOc1ccccc1OCCCNCc1ccco1 | -12% | -3
CCOC(=O)c1c(C)[nH]c(O)c1C=Nc1ccc(Cl)cc1 | -17% | -2
COc1ccc(OCCOC(=O)c2ccc(F)c(S(=O)(=O)N3CCOCC3)c2)cc1 | 10% | 7
CC(C)(C)OC(=O)NCCCCCc1cn(CC(=O)NCCCCCCCCCCC(=O)N2CCN(C(=O)OC(C)(C)C)CC2)nn1 | ? | nt
O=C(Nc1sc2c(c1C(=O)c1ccc(Cl)cc1)CCCC2)c1cccnc1 | i | nt
Cc1nc2ccc(Cl)cc2nc(C)/c1=N\O | ? | nt
Cc1ccc(OCC(=O)NCCCNC(=O)c2ccccn2)cc1 | i | -4
CC1CCN(C(=O)c2cc(-c3ccco3)on2)CC1 | ? | nt
c1ccc(C[C@H]2CNCCN2CC2(c3ccccc3)CC2)cc1 | ? | nt
COc1ccc(C2C3=C(CC(C)(C)CC3=O)Nc3c2c(=O)[nH]c(=O)n3Cc2ccccc2)cc1 (configuration not stated) | 14% | -1
O=C(NCc1ccccc1)C1CCN(S(=O)(=O)N2CCOCC2)CC1 | 2% | 3
N#C/C(=C\c1ccc2c(c1)OCO2)C(=O)NCc1ccco1 | ? | nt
Cc1occc1C(=O)NNC(=S)Nc1ccccc1C(F)(F)F | ? | nt
CC(C)CNS(=O)(=O)c1ccc(CCC(=O)N2CCN(c3ccc(F)cc3)CC2)cc1 | ? | nt
O=C(N/N=C\c1ccc(F)cc1)c1ccc(Cn2cc(Br)c([N+](=O)[O-])n2)o1 | ? | nt
CNS(=O)(=O)c1cc(OC)ccc1OC | ? | nt
CCOc1cc(/C=C2\N=C(SC)SC2=O)cc([N+](=O)[O-])c1OC(C)=O | 14% | 9
CCc1nnc(NC(=O)CN2C(=O)NC3(CCCC3)C2=O)s1 | 5% | 3
CN(C(=O)c1ccc(Br)o1)C1CCCCC1 | ? | nt
O=C1CCC2S/C(=C/Nc3ccc(C(F)(F)F)cc3)C(=O)N12 (configuration not stated) | ? | nt

An excerpt from above in order of their number in S3 lipid droplet, falling:
SMILES | S3 lipid droplet | S3 lipid droplet cell count max
CCOc1cc(/C=C2\N=C(SC)SC2=O)cc([N+](=O)[O-])c1OC(C)=O | 14% | 9
COc1ccc(OCCOC(=O)c2ccc(F)c(S(=O)(=O)N3CCOCC3)c2)cc1 | 10% | 7
CCOc1ccccc1OCCCNCc1ccco1 | -12% | -3

Continuation.
SMILES | S3 lipid droplet | S3 lipid droplet cell count max
c1ccc(OCc2noc(CN3CCC(C4CCCCC4)C3)n2)cc1 (configuration not stated) | 28% | -6
Cc1occc(=O)c1OC(=O)Nc1ccc(Cl)c(Cl)c1 | ? | nt
COc1cccc(-c2ccc(C#N)c(SCC(=O)NCCc3ccccc3)n2)c1 | 25% | -3
O=C(COc1ccc2ccccc2c1)NNC(=O)c1ccccc1 | ? | nt
CCOC(=O)N1CCC(n2c(SCC(=O)NCc3ccco3)nc3ccsc3c2=O)CC1 | ? | nt
COC(=O)[C@@H](NC(=O)N1CCN(c2cccc(C(F)(F)F)c2)CC1)C(C)C | i | nt
O=C(/C=C(\O)c1ccccc1)C(=O)NNC(=O)c1ccccc1 | 7% | 12
Cc1ccc(C)c(NC(=O)CSc2nc3nc(-c4cccs4)cc(C(F)(F)F)c3c(=O)[nH]2)c1 | ? | nt
Cc1ccc(C)c(NC(=O)C(OC(=O)c2ccc(NC(=O)CC#N)cc2)c2ccccc2)c1 (configuration not stated) | i | nt
Cc1ccccc1C(=O)N1CCN(S(=O)(=O)c2cccs2)CC1 | 21% | 5
COC(=O)c1ccccc1-c1ccc(C=O)o1 | -3% | -5
Cc1cc(C)n(-c2cc(N3CCOCC3)ncn2)n1 | 10% | -1
CC1(C)CC(=O)C(Sc2nnc(-c3ccc(O)cc3)n2CC2CCCO2)C(=O)C1 (configuration not stated) | 2%[9.22 µM] | 15
COc1ccc(-c2cnnc(N/N=C/c3ccc(-c4ccc([N+](=O)[O-])cc4)o3)n2)cc1 | ? | nt
CN(C1CCCC1)C1CCN(C(=O)CNC(=O)/C=C/c2ccc(F)cc2)CC1 | ? | nt
CC(C)(O)C#Cc1ccc(CN2CCN(CCc3ccccc3)C(CCO)C2)s1 (configuration not stated) | -1% | -3
COc1cccc(CNC(=O)Cn2nc(C)c([N+](=O)[O-])c2C)c1 | 20% | 4
N#Cc1cc2ccc(N3CCOCC3)cc2cc1C#N | ? | nt
Nc1ncn(CC(=O)c2ccccc2)n1 | ? | nt
COc1ccc(CN(C)C(=O)Cc2ccsc2)c(OC)c1OC | ? | nt
CCCc1c(C)nc(N2CCN(c3cccc(OC)c3)CC2)[nH]c1=O | -17% | -4
CC(C)Sc1nnc(NC(=O)C2CC2)s1 | i | nt
NC(=O)C1CC(=O)N(c2ccc(OCc3ccc(F)cc3)cc2)C1 (configuration not stated) | ? | nt
C=CCS(=O)(=O)c1nc2ccccc2s1 | ? | nt
CCCCCOc1ccc(C(=O)CCC(=O)NNC(=O)c2ccncc2)cc1 | ? | nt
CCOC(=O)CSc1nnc(CNC(=O)c2ccc(OC)cc2)n1Cc1ccccc1 | -1% | -1
Cc1ccc2nc(C)cc(SCC(=O)N/N=C/c3ccco3)c2c1 | 10% | 0
CCCC(=O)NCCCc1nc2ccccc2[nH]1 | 14% | 7
Cc1onc(-c2ccccc2Cl)c1C(=O)N1CCN(C=O)CC1 | -13% | nt
CC(C)CN=Cc1c(O)c([N+](=O)[O-])cc2oc3c(c12)CCCC3 | ? | nt
CCOC(=O)Cc1csc(NC(=O)CSc2nnc(Cc3csc(N)n3)n2C)n1 | ? | nt
Cc1ccc(NS(=O)(=O)c2ccc(C)c(C(=O)NCC(c3ccccc3)N(C)C)c2)cc1 (configuration not stated) | 3% | 18
CCOc1ccc(C2NC(=O)c3ccccc3O2)cc1OCC (configuration not stated) | -6% | 2
O=C(NCCC1CCCCN1S(=O)(=O)c1ccccc1)C(=O)NCC1CCCO1 (configuration not stated) | ? | nt
Cc1c(CN(C)C)c2c(n1C)C(=O)c1ccc(Br)cc1-2 | 14% | 12
COc1ccc(-c2ccc(N(C)C)cc2)cc1[C@H]1[C@H]2C=CC[C@@H](C)[C@@H]2C(=O)N1Cc1ccccc1 | ? | nt
Cc1ccc(C2NC(=O)CCC2[N+](=O)[O-])cc1 (configuration not stated) | ? | nt
Cc1cc(C)nc(SCC(=O)c2ccc([N+](=O)[O-])cc2)n1 | i | nt
CCC(NC(=O)CCc1c(C)c2cc3c(C)c(C)oc3cc2oc1=O)C(=O)N[C@@H](Cc1ccccc1)C(=O)O (some centres not stated) | 10% | 28
CCc1c(C)c2nncn2[nH]c1=O | ? | nt

Entries from the list above with an NH in an aromatic ring:
SMILES | S3 lipid droplet | S3 lipid droplet cell count max
CCn1c(N2CCC(Cc3ccccc3)CC2)nc2c1c(=O)[nH]c(=O)n2C | ? | nt
COc1ccc(Cc2nnc(NCCO)[nH]c2=O)cc1OC | -25% | -3
Cc1ccccc1C1c2[nH]c3ccccc3c2CCN1Cc1cccn1-c1ncccn1 (configuration not stated) | ? | nt
CCOC(=O)c1c(C)[nH]c(O)c1C=Nc1ccc(Cl)cc1 | -17% | -2
COc1ccc(C2C3=C(CC(C)(C)CC3=O)Nc3c2c(=O)[nH]c(=O)n3Cc2ccccc2)cc1 (configuration not stated) | 14% | -1
Cc1ccc(C)c(NC(=O)CSc2nc3nc(-c4cccs4)cc(C(F)(F)F)c3c(=O)[nH]2)c1 | ? | nt
CCCc1c(C)nc(N2CCN(c3cccc(OC)c3)CC2)[nH]c1=O | -17% | -4
CCCC(=O)NCCCc1nc2ccccc2[nH]1 | 14% | 7
CCc1c(C)c2nncn2[nH]c1=O | ? | nt

(more compounds)
SMILES | S3 lipid droplet | S3 lipid droplet cell count max
COc1ccc(C(=O)Nc2ccc3c(c2)OCCO3)cc1 | 5% | -3
O=C(NCCOc1nc(N2CCOCC2)nc(N2CCOCC2)n1)Nc1ccc(Cl)cc1 | ? | nt
Cn1c(N)c(C(=O)COC(=O)CNS(=O)(=O)c2ccc(Cl)c(Cl)c2)c(=O)n(C)c1=O | -17% | -6
CCC(=O)N1CCc2cc(S(=O)(=O)CCC(=O)NCCc3ccccc3)ccc21 | ? | nt
CCN1CCN(C(=S)Nc2cc(C(=O)OC)ccc2C(=O)OC)CC1 | -15% | -19
Cc1cc2cc(C#N)c(N3CCN(S(C)(=O)=O)CC3)nc2cc1C | -22% | -22
CCn1c(SCC(=O)N2CCN(c3ccccc3)CC2)nnc1-c1ccoc1C | ? | nt
COc1ccccc1NS(=O)(=O)c1ccc(C(=O)N2CCCC(C(F)(F)F)C2)cc1 (configuration not stated) | ? | nt
O=C(CSc1nc2[nH]c(=O)cc(O)c2s1)Nc1nccs1 | ? | nt
Cc1cc(Br)c2c(c1)C(O)(N1CCCCC1C)C(=O)N2 (configuration not stated) | ? | nt
COc1ccccc1NS(=O)(=O)c1cc(NC(=O)c2cccs2)ccc1N1CCCCC1 | ? | nt
NC(=O)C1(N2CCCCC2)CCN(C(=O)Nc2ccccc2C(F)(F)F)CC1 | -12% | 5
COc1ccc(S(=O)(=O)NNC(=O)C2Cc3c(ccc4ccccc34)O2)cc1 (configuration not stated) | ? | nt
Cc1cc(OCC(=O)Nc2ccc(CN3CCCCC3)cc2)ccc1Cl | 17% | -1
O=C(CNC(=O)C12CC3CC(CC(C3)C1)C2)Nc1ncccc1O | ? | nt
CCCOc1ccc2ccccc2c1/C=C1\SC(=O)NC1=O | ? | nt
CCC(=O)NC(=S)NNC(=O)COc1ccc(Br)cc1 | -13% | nt
CCOC(=O)C1=C(C)NC(SC)=NC1c1ccccc1 (configuration not stated) | 10% | 2
COc1ccc(-c2nnc(SCc3cc(C)cc(C)c3)o2)cc1 | i | -12
O=C(CN1C(=O)CSC1=O)NCc1ccccc1 | -8% | -2
C[C@@H](C(=O)N1CCN(C(=O)OC(C)(C)C)CC1)n1cc(CCCN=C(NC(=O)OC(C)(C)C)NC(=O)OC(C)(C)C)nn1 | -10% | -18
CCOC(=O)c1cnn(-c2ncnc3sc(C)c(C)c23)c1N | 15% | 1
O=C(Nc1ccc(Cc2ccncc2)cc1)c1ccco1 | ? | nt
COc1cccc(NC(=O)C2CC2(c2cccc(OC)c2)c2cccc(OC)c2)c1 (configuration not stated) | ? | nt
CCCC(=O)N1CCc2cc(OC)c(OC)cc2C1COc1ccccc1OC (configuration not stated) | ? | nt
O=C(COc1ccc2ccc(=O)oc2c1)NCc1ccccn1 | ? | nt
COc1cc(/C=N/Nc2ccccc2[N+](=O)[O-])cc(OC)c1O | ? | nt
CC1=CCC(C(=O)O)C(C(=O)O)C1 (configuration not stated) | ? | nt
CCN(C(=O)CCS(=O)(=O)c1ccc2c(c1)oc(=O)n2C)c1ccc(OC)cc1 | i | 13
Cc1cccc(NC(=O)CSc2nc3c(oc4ccccc43)c(=O)n2-c2ccccc2)c1 | 10% | 16
CN1CCN(CCOc2ccc(-c3ccccc3)cc2)CC1 | -6% | -11
Cc1nn(CCOc2ccccc2)c(=O)n1-c1c(F)cccc1F | i | nt
COC(=O)C1=NNC(C(=O)c2ccco2)C1c1ccc(OC)cc1 (configuration not stated) | 0%[9.22 µM] | 5
